From PubChem BioAssay
NPSR antag: blocks cAMP signaling of the human neuropeptide S receptor. CHO-NPSR cells, cAMP TR-FRET, antagonist mode. Potency, µM (doses to about 38.3 µM), for inactives: top-dose activity change, negative = inhibition, most hits filed as inhibitors. 1% of 220,000 active. AID 1461; further: on the % scale 0 is the no-effect control and ±100 the full control effect; nearly all actives have a fitted effect of over 50% in size; many of its hits are not listed in these tables
Target sequence (Q6W5P4 whole entry, looked up): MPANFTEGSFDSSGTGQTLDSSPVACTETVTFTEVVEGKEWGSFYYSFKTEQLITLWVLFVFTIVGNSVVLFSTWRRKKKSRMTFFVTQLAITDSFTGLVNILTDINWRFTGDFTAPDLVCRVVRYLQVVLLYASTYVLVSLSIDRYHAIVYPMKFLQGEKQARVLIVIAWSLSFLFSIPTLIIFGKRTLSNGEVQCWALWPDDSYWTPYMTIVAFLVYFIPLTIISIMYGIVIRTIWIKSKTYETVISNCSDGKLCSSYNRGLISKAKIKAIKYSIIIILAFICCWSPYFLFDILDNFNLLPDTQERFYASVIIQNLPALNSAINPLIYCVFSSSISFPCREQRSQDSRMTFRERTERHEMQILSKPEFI
GoLoco inh red: inhibitors of human Gai1-RGS12 GoLoco interaction (red fluorophore); P63096; Gai1:RGS12 GoLoco peptide FP, rhodamine, 10 min; Potency, µM (series often up to 61.6 µM), for inactives: at the top dose activity, negative = inhibition, hits mostly inhibitors; 0.44% of 230,000 active; active means well fitted inhibition curve with a large enough effect, not every such curve was filed as active; inactive means no such curve, though single readings can be large or run the other way; further: on the % scale 0 is the no-effect control and ±100 the full control effect; nearly all actives have a fitted effect of over 30% in size; many of its hits are not listed in these tables
Target sequence (P63096 whole entry, looked up): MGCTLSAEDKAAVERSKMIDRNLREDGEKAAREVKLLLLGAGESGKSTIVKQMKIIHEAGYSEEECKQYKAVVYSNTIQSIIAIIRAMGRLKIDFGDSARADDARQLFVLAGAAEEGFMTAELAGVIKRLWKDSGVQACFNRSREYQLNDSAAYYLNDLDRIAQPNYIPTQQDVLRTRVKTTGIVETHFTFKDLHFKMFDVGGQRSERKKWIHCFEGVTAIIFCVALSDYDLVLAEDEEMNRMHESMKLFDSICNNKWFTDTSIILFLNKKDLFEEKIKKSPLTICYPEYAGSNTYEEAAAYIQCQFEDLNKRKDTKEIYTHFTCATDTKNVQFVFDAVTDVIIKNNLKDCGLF
KDM4E inh: JMJD2E (human) inhibition | JMJD2E catalytic domain, FDH-coupled NADH fluorescence (FDH is formaldehyde dehydrogenase) | Potency, µM (highest dose often 57.1 µM), without a hit: at the highest dose activity change, negative = inhibition, hits mostly inhibitors | 1.6% of 230,000 active; active means well fitted inhibition curve with a large enough effect, not every such curve was filed as active; inconclusive means small, poorly fitted or top-dose-only effect, or another doubt; inactive means no such curve, though single readings can be large or run the other way;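 further: 0% = wells with enzyme and -100% = buffer wells without enzyme; nearly all actives have a fitted effect of over 50% in size; many of its hits are not listed in these tables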
Target sequence (B2RXH2 1-337 limits assumed): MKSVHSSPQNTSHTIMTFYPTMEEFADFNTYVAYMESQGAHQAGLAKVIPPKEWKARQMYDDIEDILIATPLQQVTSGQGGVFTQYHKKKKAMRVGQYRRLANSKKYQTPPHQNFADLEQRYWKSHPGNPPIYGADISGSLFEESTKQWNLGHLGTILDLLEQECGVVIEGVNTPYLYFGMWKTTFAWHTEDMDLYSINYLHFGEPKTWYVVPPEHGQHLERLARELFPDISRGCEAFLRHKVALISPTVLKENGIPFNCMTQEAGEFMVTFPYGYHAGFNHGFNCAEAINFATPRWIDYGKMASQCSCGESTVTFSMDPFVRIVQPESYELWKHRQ
Luc counter: blocks Kinase-Glo luciferase, a counter-screen artifact; Kinase-Glo luciferase, ATP luminescence, 8 min; Potency, µM (highest dose often 38.3 µM), inactives show at the top dose activity change, negative = inhibition, hits mostly inhibitors; 0.28% of 200,000 active; further: on the % scale 0 is the no-effect control and ±100 the full control effect; nearly all actives have a fitted effect of over 60% in size
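Light output from Kinase-Glo luciferase with luciferin and 10 uM ATP in 50 mM imidazole pH 7.2, KCl, MgCl2, Tween 20, BSA; compound pin-delivered, 8-min ambient incubation, then luminescence read.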
IMPase Li cell: cell-permeable IMPase inhibitors with lithium potentiation; AID 1457; Potency, µM (top dose mostly 59.4 µM), for the others: at the highest dose activity, negative = IMPase inhibition, hits mostly inhibitors; CHO-M1 cells, IP1 TR-FRET (IP-One), carbachol + lithium; 0.35% of 210,000 active;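 further: IP1 builds up when IMPase is blocked and the TR-FRET signal falls; plate controls were basal vehicle for no effect and high inhibitor control for full effect; nearly all actives have a fitted effect of over 50% in size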
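Concentration–response in CHO-M1 cells, lithium-potentiated; 30 min at 37C. IP1 detected by competitive TR-FRET after 10 min lysis at RT. Hill-fitted AC50.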
Epigenetic reg: regulators of epigenetic silencing causing reporter derepression in mouse cells; murine LDR cells, GFP reporter derepression, 30 h; Potency, µM (highest dose often 53.9 µM), for the others: at the highest dose GFP activation, most hits filed as activators; 0.2% of 280,000 active; AID 1865; further: % of control where 0% means no effect; nearly all actives have a fitted effect of over 60% in size
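Murine LDR cells bearing a silenced CMV-driven GFP reporter were exposed to compound for 30 h at 37 C. After PBS washes, GFP-positive cells (20-120 um objects) counted by laser-scanning microplate cytometry.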
RECQ1 inh: inhibitors of human RECQ1 DNA helicase; Potency, µM (titrated, usually from 57.3 µM), for inactives: top-dose activity, negative = inhibition, most hits filed as inhibitors; 0.54% of 240,000 active; AID 2549; RECQ1 DNA unwinding, red fluorescence kinetic read; P46063;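 further: plate controls were vehicle for no effect and no enzyme for full effect; nearly all actives have a fitted effect of over 30% in size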
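50 nM RECQ1T1 preincubated 15 min with compound in Tris pH 8.0 buffer with MgCl2, DTT, Tween-20 and 2.5 ug/ml poly(dI-dC); started with 200 nM TAMRA/BHQ-2 forked duplex and 2 mM ATP. Unwinding read as fluorescence (525/598 nm), two reads 2 h apart.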
SMN2 splice enh: enhancers of SMN2 splice variant expression; HEK293 SMN2-luciferase splicing reporter, luminescence, 30-36 h; Potency, µM (titrated, usually from 46.1 µM), without a hit: at the top dose activity change, positive = activation, actives largely listed as activators; 2.8% of 210,000 active; AID 1458; further: % of control where 0% means no effect; nearly all actives have a fitted effect of over 55% in size
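qHTS luciferase splicing reporter: luminescence rises when SMN2 exon 7 is included in transfected HEK293 cells. Compound exposure lasted 30-36 h at 37C, with 4.5 mM final sodium butyrate as control, followed by a ONE-Glo read.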
* = called active by the depositor; i = inactive; u = inconclusive; x = not tested or not shown; & = joins results of further samples; [ ] = remark or other dose. Unless noted, the call rests on the fitted dose curve; in most records, active means well fitted curve in the direction sought with a large enough effect; inconclusive means small, poorly fitted or top-dose-only effect, or another doubt; inactive means no such curve, though single readings can be large; an effect the other way counts as inactive or inconclusive. Potency means the concentration at half of the fitted maximal effect.

Order of results – NPSR antag | GoLoco inh red | KDM4E inh | Luc counter | IMPase Li cell | Epigenetic reg | RECQ1 inh | SMN2 splice enh
> CC1CCCN(c2c([N+](=O)[O-])cc(C(=O)O)cc2[N+](=O)[O-])C1 (stereo not given)
    -18% | -10% | -1% | 0% | -12% | 0.0% | -3% | -14%
> O=C(CSc1cccc(C(F)(F)F)c1)NC(=O)c1ccccc1
    25% | -17% | -1% | 1% | -18% | -0.1% | -2% | -2%
> CCOc1cc2[nH]c(=O)n(CCCCCC(=O)NCc3ccco3)c(=O)c2cc1OCC
    8%[46.1 µM] | 7% | u | 1% | 7%[38.3 µM] | 4.0% | -14% | 3%
> COc1ccccc1C(=O)C1CCCN(Cc2cccc3nccnc23)C1 (stereo not given)
    -2% | 10% | -21% | 4% | 19% | 1.1% | i | x
> C/C(=N\NC(=O)c1cc(-c2cccnc2)nc2ccccc12)c1ccc(O)cc1O
    -17% | 16% | 1% | -1% | 6% | 0.0% | -1% | -86%[inhibitor]
> CC(=O)c1cccc(NC(=O)N2CCN(S(C)(=O)=O)CC2)c1
    13%[46.1 µM] | -6% | -3% | 3% | 20%[38.3 µM] | 0.0% | -2% | 26%
> COC(=O)c1cnn(-c2ccccc2)c1-n1cccc1C=O
    3% | -1% | 0% | -4% | -10% | 4.1% | i | -47%[inhibitor]
> CCOc1ccc(OCCNC2CCCC2)cc1
    -19%[46.1 µM] | -14% | -14% | -1% | 32%[activator][38.3 µM] | -1.0% | -7% | 27%
> Cc1nonc1C1CCCN1C(=O)c1cc(COc2ccc(F)cc2Cl)on1 (stereo not given)
    36% | 5% | -2% | 0% | 3% | -1.4% | 18% | x
> CC(=O)Nc1cc(OC(=O)c2ccco2)cc(OC(=O)c2ccco2)c1
    -14%[46.1 µM] | 2% | 3% | -3% | -9%[38.3 µM] | 1.0% | i | -2%
> CCCc1cc(=O)n2[nH]c(-c3ccccc3)cc2n1
    7%[46.1 µM] | 14% | u | -1% | -2% | -0.8% | -1% | 11µM*
> O=C(COc1ccc2c(c1)CCC2)NCc1ccccc1
    -1% | 2% | -2% | -3% | 5% | 0.0% | -1% | 21%
> COc1cc(CCCN2C(=O)C(=O)NC[C@@H]2Cc2ccc(O)cc2)cc(OC)c1OC
    14% | -11% | -3% | x | x | -4.8% | i | x
> NC(=O)CC(NC(=O)Cc1ccc(Br)cc1)c1ccc(N2CCC(Br)CC2)c([N+](=O)[O-])c1 (stereo not given)
    -8% | -3% | 1% | x | x | -4.7% | -2% | x
> Brc1ccc2ncnc(NCc3ccco3)c2c1
    3%[46.1 µM] | 10% | 8% | -4% | -8%[38.3 µM] | -1.1% | -1% | -59%[inhibitor]
> Cc1ccc(S(=O)(=O)N2CCN(Cc3nc4ccccc4n3C)CC2)cc1
    u | -3% | 1% | 4% | 20%[38.3 µM] | 1.2% | -8% | -30%
> CN(C)S(=O)(=O)c1cccc(-c2nn(-c3ccccc3)cc2/C=C(/C#N)C(=O)NCc2ccco2)c1
    -23% | 18% | -3% | 3% | -7% | 6.3% | 9% | u
> O=c1[nH]c2cccnc2n1-c1ccc([N+](=O)[O-])cc1
    -1% | 1% | -1% | x | x | 1.1% | -8% | x
> COC(=O)C1=C(C)NC(=O)NC1/C=C/c1ccccc1 (stereo not given)
    -1%[46.1 µM] | 11% | -6% | -1% | 19%[38.3 µM] | -1.1% | -14% | 8%
> O=C(NC(=S)N1CCCc2ccccc21)c1ccccc1
    -8%[46.1 µM] | 2% | -5% | 0% | -17%[38.3 µM] | -1.9% | -16% | -13%

(next part)
Order of results – NPSR antag | GoLoco inh red | KDM4E inh | Luc counter | IMPase Li cell | Epigenetic reg | RECQ1 inh | SMN2 splice enh
> COc1ccc(C[C@H]2CN3C(=NC[C@@H]3C(C)C)N2CCNC(=O)c2ccc(C)c(Br)c2)cc1
    55% | 4% | -5% | x | 9% | -0.7% | -6% | x
> Cc1cccc(-n2nc3c(c2NC(=O)CCC2CCCCC2)CS(=O)C3)c1C (stereo not given)
    -4%[46.1 µM] | 3% | 2% | 1% | 15% | -1.0% | -2% | 1%
> N[C@H](Cc1cc(I)c(Oc2cc(I)c(O)c(I)c2)c(I)c1)C(=O)O
    x | -13%[21.6 µM] | -3%[25.5 µM] | -1%[17.1 µM] | 1% | -1.2%[16.9 µM] | i | -5%[20.6 µM]
> CCNc1ccccc(-c2ccc3ccccc3n2)c1=O
    -13% | -4% | -18% | 5% | 7% | 2.4% | 0% | 11µM*
> O=S(=O)(c1ccc(S(=O)(=O)N2CCN(C3CCCCC3)CC2)cc1)N1CCCCCC1
    -4%[46.1 µM] | 5% | -4% | 0% | 0%[38.3 µM] | 13% | -8% | 1%
> COC(=O)c1ccsc1NC(=O)c1cccc(OC)c1
    -20% | 5% | u | 2% | 0% | 4.7% | i | 10%
> O=C(CSc1ccc(-c2ccccc2)nn1)c1cccs1
    -7% | 8% | -1% | -5% | 3% | 1.1% | i | 18µM*
> CCOC(=O)N1CCN(c2ccc(O)cc2)CC1
    -12%[46.1 µM] | -11% | u | -3% | 33%[38.3 µM] | -1.1% | i | -6%
> COC(=O)c1ccc(NC(=O)COc2ccc(S(=O)(=O)NC(C)C)cc2)cc1
    -6%[46.1 µM] | 2% | 1% | 5% | 10%[38.3 µM] | -0.2% | -2% | u
> Cc1ccc2[nH]c(=O)c(CN(CCc3ccccc3)Cc3nnnn3CC3CCCO3)cc2c1 (stereo not given)
    -12%[46.1 µM] | 1% | u | 1% | 11% | 0.8% | 0% | -6%
> NS(=O)(=O)c1ccc(NC(=O)CN2CCN(Cc3ccccc3)CC2)cc1
    2%[46.1 µM] | -2% | 6% | 4% | 16%[38.3 µM] | -1.0% | 1% | 2%
> CC1=CCC(C(=O)O)C(C(=O)Nc2ccc(-c3nc4ccc(C)cc4s3)cc2)C1 (stereo not given)
    -50% | 19% | u | x | x | 8.6% | -26% | x
> O=C(Nc1ccc2nc(-c3cccnc3)[nH]c2c1)C1CCCCC1
    8% | 8% | u | -3% | 9% | -1.0% | -8% | 4%
> CC1CCN(C(=O)c2cc3nc(C4CC4)cc(C(F)(F)F)n3n2)CC1
    -11%[46.1 µM] | -17% | 3% | 0% | -5% | 0.0% | 1% | -67%[inhibitor]
> O=C(NCCc1c[nH]c2ccccc12)/C(=C/c1ccco1)NC(=O)c1ccco1
    -17% | 19% | 12% | -5% | 5% | 2.1% | i | 6%
> COc1cc([N+](=O)[O-])ccc1NC(=O)CN1CCN(C(=O)c2ccco2)CC1
    -12% | 6% | 1% | 2% | 9% | -1.1% | i | -10%
> COC(=O)c1ccc(OC(=O)CS(=O)c2ccccc2[N+](=O)[O-])cc1 (stereo not given)
    -10% | 3% | 6% | x | -5% | -1.2% | i | x
> N#C/C(=C1/CCCN1)c1ccccn1
    -11%[46.1 µM] | 6% | 6% | -3% | 15%[38.3 µM] | 1.0% | 13% | -5%
> CC(C)C(=O)N(c1ccc2oc(=O)sc2c1)S(=O)(=O)c1ccccc1
    -10%[46.1 µM] | 7% | -17% | -2% | 14%[38.3 µM] | 2.6% | -10% | 11%
> CC(C)Oc1ccc(CCC(=O)N/N=C/c2ccncc2)cc1
    10% | -3% | 7% | x | x | -3.0% | -18% | x

The listing continues:
Order of results – NPSR antag | GoLoco inh red | KDM4E inh | Luc counter | IMPase Li cell | Epigenetic reg | RECQ1 inh | SMN2 splice enh
> COc1ccc(C2NN=C(c3ccc(C)cc3)S2)cc1OC (stereo not given)
    -20% | -3% | u | -26% | -1% | 1.1% | -21% | 11µM*
> Cc1nc2ccccc2n1CC(=O)NC1CCCC1
    -6% | 17% | -6% | -1% | 13% | 0.3%[10.1 µM] | 15% | -16%
> Cc1ccc(S(=O)(=O)N(CC(=O)NN=C2CCN(C)CC2)c2ccc(F)cc2)cc1
    7% | -4% | 52%[activator] | 0% | -2% | -2.1% | i | -28%
> CCc1ccc(/C=C2\SC(N3CCOCC3)=NC2=O)cc1
    -1% | 8% | -4% | 0% | 11% | -0.3% | i | -16%
> CCOC(=O)C1(Cc2ccccc2)CCN(Cc2nccn2CC)CC1
    6% | 8% | 3% | x | 1% | 1.1% | -9% | x
> COc1ccc2c(c1)c1nc3ccccc3nc1n2CCCN1C(=O)c2ccccc2C1=O
    -1% | -16% | -8% | -1% | 3% | u | 4% | -24%
> CCc1n[nH]c2c1C(=O)CC(C)(C)C2
    -5%[46.1 µM] | 5% | -3% | 3% | 5% | -2.2% | i | -14%
> O=C1C=C(O)CC(c2cccs2)C1 (stereo not given)
    -4%[46.1 µM] | 22% | -4% | 3% | 16%[38.3 µM] | -1.0% | -10% | 4%
> NC(N)=NCCCCN=C(N)N
    -7%[46.1 µM] | 10% | 8% | 0% | 8%&-7%&3%&2%&-3% | -1.2% | -1% | 12%
> COc1ccc(N2CCN(C(=O)CN(C)S(=O)(=O)c3cc(C)ccc3OC)CC2)cc1
    -9% | -19% | -2% | -5% | -9% | 2.2% | i | -26%
> O=C(COC(=O)/C=C/c1cccs1)Nc1cccc(S(=O)(=O)N2CCCC2)c1
    -1% | 16% | 11% | 1% | -2% | -2.2% | -3% | -7%
> COc1ccc(/C=N/NC(=O)CSc2nnc(C)n2-c2ccccc2)c(OC)c1OC
    -8%[46.1 µM] | 6% | 4% | 0% | -1%[38.3 µM] | 0.0% | -5% | -6%
> N#C/C(=C/c1ccc(-c2ccccc2[N+](=O)[O-])o1)C(N)=O
    -10% | -2% | 7% | -1% | 1% | u | 10% | 0%
> COC(=O)c1cc(C)[nH]c2c(C)cc3nc4ccccc4c3c12
    35% | -1% | u | x | x | -0.2% | -8% | x
> CCc1oc2ccccc2c1C(=O)CCN1CCCCC1
    -7%[46.1 µM] | 1% | -9% | -5% | -1%[38.3 µM] | 2.8% | -17% | -2%
> CC(/C=N/Nc1nnc(C)c(=O)[nH]1)=C\c1ccccc1
    -13%[46.1 µM] | -5% | -4% | -3% | 16%[38.3 µM] | -2.6% | 0% | u
> Cc1ccc(-c2nc(C#N)c(NCCCn3ccnc3)o2)cc1
    1% | 7% | u | 1% | 8% | 0.4% | -4% | u
> COc1cc2c(cc1OC)CN(c1ccc([N+](=O)[O-])cc1C#N)CC2
    -10% | -2% | 5% | -1% | 14% | -0.9% | -8% | -11%[1.84 µM]
> COc1ccc(-c2oc3cc(O[C@@H]4OC(CO)C(O)C(O)C4O)c(OC)c(O)c3c(=O)c2OC)cc1O (stereo not given in full)
    x | -2% | -7% | -2% | 17% | -3.0% | i | 24%

Some of the compounds tested; the hit share may differ from the screen's.
